Screens: PubChem, National Center for Advancing Translational Sciences (NCATS)
JMJD2A Tudor inh = inhibitors of human JMJD2A Tudor domain. O75164. Potency, µM (titrated, usually from 114 µM), for the others: at the top dose activity change, negative = inhibition, most hits filed as inhibitors. AlphaScreen JMJD2A-Tudor / H3K4me3 peptide binding. 390,000 tested, 4.4% active. AID 504339; also: % is scaled to controls: 0 for no effect and ±100 for the full control effect; nearly all actives have a fitted effect of over 50% in size
G9a inh = inhibitors of human histone lysine methyltransferase G9a; Q96KQ7; G9a H3K9 monomethylation, AlphaScreen, 2 h; Potency, µM (highest dose often 102 µM), without a hit: top-dose activity, negative = inhibition, actives largely listed as inhibitors; 350,000 tested, 8.8% active; AID 504332; also: % is scaled to controls: 0 for no effect and ±100 for the full control effect; nearly all actives have a fitted effect of over 75% in size
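Compounds were preincubated with 20 nM G9a for 15 min, after which biotinylated H3K9 peptide (500 nM) and SAM (20 uM) started a 2 h room-temperature reaction. Monomethylated product was quantified by antibody-based AlphaScreen chemiluminescence.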
Pol iota inh = inhibitors of human DNA polymerase iota | Pol iota fluorescent replication assay, 10 min | 390,000 tested, 1% active | Potency, µM (series often up to 115 µM), for inactives: at the top dose activity, negative = inhibition, most hits filed as inhibitors | Q9UNA4
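Pol iota at 10 nM preincubated 15 min with compounds at room temperature; reaction started with fluorescent substrate, 50 nM final. Fluorescence read kinetically at 0 and 10 min; buffer-only wells as negative control.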
Tb PGK inh = T. brucei PGK inhibition; P07378; PGK/GAPDH coupled, Kinase-Glo luminescence, 60 min; Potency, µM (series often up to 57.5 µM), inactives show at the highest dose activity change, negative = inhibition, actives largely listed as inhibitors; 380,000 tested, 0.043% active; AID 602233; also: % is scaled to controls: 0 for no effect and ±100 for the full control effect; nearly all actives have a fitted effect of over 60% in size
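Recombinant glycosomal PGK reaction used 1,3-bisphosphoglycerate generated in-well by GAPDH (100nM final) in 100mM TEA pH 7.6, 5mM MgCl2, 0.01% Tween-20. After 60 minutes at room temperature, ATP was read by Kinase-Glo Plus luminescence end-point.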
Pin1 inh = blocks the human prolyl isomerase Pin1. Q13526. Pin1 FP peptide displacement, HiFluor488, 10 min. Potency, µM (series often up to 115 µM), without a hit: top-dose activity, negative = inhibition, actives largely listed as inhibitors. 390,000 tested, 0.009% active; active = well fitted inhibition curve with a large enough effect in the polarisation, with a control signal flat, not every such curve was filed as active; inconclusive = small, poorly fitted or top-dose-only effect, or effect the other way, or a change in a side signal; inactive = no such curve, though single readings can be large or run the other way; the % refers to the polarisation; also: % is scaled to controls: 0 for no effect and ±100 for the full control effect
BAZ2B block = BAZ2B (human) inhibition; Q9UIF8; Potency, µM (highest dose often 114 µM), for inactives: at the highest dose activity change, negative = inhibition, usual class: inhibitors; AlphaScreen BAZ2B-H3K14Ac peptide displacement; 360,000 tested, 4.4% active; also: % is scaled to controls: 0 for no effect and ±100 for the full control effect; nearly all actives have a fitted effect of over 60% in size
Target sequence (Q9UIF8 whole entry, looked up): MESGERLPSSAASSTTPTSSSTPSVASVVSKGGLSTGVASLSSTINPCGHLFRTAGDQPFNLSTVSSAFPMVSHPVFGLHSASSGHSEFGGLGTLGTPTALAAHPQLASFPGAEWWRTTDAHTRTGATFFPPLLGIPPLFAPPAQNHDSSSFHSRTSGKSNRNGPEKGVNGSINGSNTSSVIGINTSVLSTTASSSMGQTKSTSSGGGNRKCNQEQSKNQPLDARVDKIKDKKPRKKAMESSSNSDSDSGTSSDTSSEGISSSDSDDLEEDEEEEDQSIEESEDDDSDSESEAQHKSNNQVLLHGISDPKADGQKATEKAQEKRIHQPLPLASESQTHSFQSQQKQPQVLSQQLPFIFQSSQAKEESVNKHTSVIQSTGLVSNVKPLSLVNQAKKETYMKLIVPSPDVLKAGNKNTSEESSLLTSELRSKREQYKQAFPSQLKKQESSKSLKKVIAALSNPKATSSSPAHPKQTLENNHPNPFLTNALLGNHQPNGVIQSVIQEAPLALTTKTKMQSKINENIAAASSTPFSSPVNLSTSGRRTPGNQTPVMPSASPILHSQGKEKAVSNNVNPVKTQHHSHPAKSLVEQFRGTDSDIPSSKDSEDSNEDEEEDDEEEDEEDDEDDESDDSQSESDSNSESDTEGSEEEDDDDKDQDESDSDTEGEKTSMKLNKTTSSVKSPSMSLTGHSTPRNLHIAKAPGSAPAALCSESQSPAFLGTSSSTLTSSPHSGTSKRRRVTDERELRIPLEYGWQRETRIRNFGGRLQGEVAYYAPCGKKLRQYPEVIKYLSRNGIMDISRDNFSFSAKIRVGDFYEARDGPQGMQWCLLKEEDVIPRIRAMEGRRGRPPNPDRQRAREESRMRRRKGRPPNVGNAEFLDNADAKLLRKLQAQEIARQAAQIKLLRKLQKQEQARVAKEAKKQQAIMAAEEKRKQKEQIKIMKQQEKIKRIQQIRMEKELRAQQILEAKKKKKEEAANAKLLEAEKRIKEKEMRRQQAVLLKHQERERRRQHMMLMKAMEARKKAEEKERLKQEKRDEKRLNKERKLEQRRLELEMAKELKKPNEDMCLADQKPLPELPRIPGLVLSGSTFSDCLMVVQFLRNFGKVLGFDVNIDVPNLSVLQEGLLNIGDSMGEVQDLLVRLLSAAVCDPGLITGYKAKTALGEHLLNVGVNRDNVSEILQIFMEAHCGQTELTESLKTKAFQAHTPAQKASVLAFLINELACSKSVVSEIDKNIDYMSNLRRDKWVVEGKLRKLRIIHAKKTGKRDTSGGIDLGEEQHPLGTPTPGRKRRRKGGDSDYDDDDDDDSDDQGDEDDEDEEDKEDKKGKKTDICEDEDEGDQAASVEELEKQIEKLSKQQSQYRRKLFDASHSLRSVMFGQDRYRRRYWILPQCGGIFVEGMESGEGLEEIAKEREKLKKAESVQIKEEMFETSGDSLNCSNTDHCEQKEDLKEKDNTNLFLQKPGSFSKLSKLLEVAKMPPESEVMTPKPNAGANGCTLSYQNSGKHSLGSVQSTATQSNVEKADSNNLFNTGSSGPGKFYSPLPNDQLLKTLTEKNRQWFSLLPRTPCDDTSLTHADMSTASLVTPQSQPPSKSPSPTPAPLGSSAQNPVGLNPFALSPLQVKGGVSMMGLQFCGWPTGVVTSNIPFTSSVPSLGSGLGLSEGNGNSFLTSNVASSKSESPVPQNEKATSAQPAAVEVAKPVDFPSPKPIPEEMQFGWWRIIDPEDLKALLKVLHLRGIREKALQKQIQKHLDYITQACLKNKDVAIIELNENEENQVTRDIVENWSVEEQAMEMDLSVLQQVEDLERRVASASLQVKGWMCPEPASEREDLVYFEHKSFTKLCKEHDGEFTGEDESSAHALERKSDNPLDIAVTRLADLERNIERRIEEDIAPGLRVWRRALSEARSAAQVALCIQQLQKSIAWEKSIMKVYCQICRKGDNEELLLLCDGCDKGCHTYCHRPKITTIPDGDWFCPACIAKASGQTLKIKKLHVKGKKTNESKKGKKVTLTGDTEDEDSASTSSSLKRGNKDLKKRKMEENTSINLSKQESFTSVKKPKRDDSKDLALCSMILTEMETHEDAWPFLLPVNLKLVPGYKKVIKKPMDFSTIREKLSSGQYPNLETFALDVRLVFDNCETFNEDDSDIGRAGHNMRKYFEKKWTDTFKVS
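AlphaScreen displacement: compounds (up to 110uM) incubated 30 min at room temperature with a preformed 50 nM BAZ2B/50 nM biotinylated H3K14Ac peptide complex in PBS pH 7.4 with Tween-20. Donor and acceptor beads at 10 ug/mL final added, 20 min light-protected before reading.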
HP1b chromo inh = HP1-beta chromodomain-methylated histone interaction inhibition. P83916. AlphaScreen HP1-beta / biotin-H3K9me3 peptide binding. Potency, µM (series often up to 114 µM), for inactives: top-dose activity change, negative = inhibition, most hits filed as inhibitors. 390,000 tested, 0.56% active. AID 540317; also: nearly all actives have a fitted effect of over 70% in size; inactives centre near 23
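AlphaScreen: HP1-beta (50 nM) preformed 30 min with biotin-H3(1-18)K9me3 peptide (50 nM) in PBS pH 7.4, 0.01% Tween-20. Compound added for 30 min at RT, then streptavidin donor/nickel chelate acceptor beads (10 ug/mL) for 30 min.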
BLM inh = Bloom syndrome helicase (human) inhibition; P54132; recombinant BLM DNA unwinding, fluorescence dequenching; Potency, µM (series often up to 56.1 µM), for the others: at the top dose activity change, negative = inhibition, hits mostly inhibitors; 350,000 tested, 0.2% active; AID 2528;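 also: plate controls were vehicle for no effect and no enzyme for full effect; nearly all actives have a fitted effect of over 35% in size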
GLS inh = glutaminase GLS (human) inhibition | GLS enzymatic activity, qHTS titration | 410,000 tested, 0.21% active | Potency, µM (doses to about 45.5 µM), without a hit: at the highest dose activity change, negative = inhibition, hits mostly inhibitors; also: % is scaled to controls: 0 for no effect and ±100 for the full control effect
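hKGA; 45 mM KH2PO4 pH 8.2 + 0.02% Tween-20; cpd via pin tool; 1 mM Gln soln; GluOx/HRP/Amplex Red; RT 30 min; fluor. t0 & final.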
* hit, by the source's call; i = inactive; ? = inconclusive; . = not tested or not shown; & = joins results of further samples; [ ] = another dose, or the depositor's remark. Unless noted, calls follow the shape of the dose curve; as a rule, active = well fitted curve in the direction sought with a large enough effect; inconclusive = small, poorly fitted or top-dose-only effect, or another doubt; inactive = no such curve, though single readings can be large; an effect the other way counts as inactive or inconclusive. Potency is read from the fitted curve at half-maximal effect.

SMILES	JMJD2A Tudor inh	G9a inh	Pol iota inh	Tb PGK inh	Pin1 inh	BAZ2B block	HP1b chromo inh	BLM inh	GLS inh
Oc1cccc(C=Nc2cccc3ccccc23)c1O	14µM*	.	11µM*	4%	.	45µM*	?	-9%	?
CC(=O)N1C(=O)/C(=C2\SC(=S)N(c3c(C)n(C)n(-c4ccccc4)c3=O)C2=O)c2ccccc21	-20%	4µM*	17%	-5%	-7%	-34%	?	0%	1%
O=C(NN=C1CCC(c2ccccc2)CC1)c1ccccc1-n1cccc1 (stereo unspecified)	-12%	19%[59 µM]	-13%	9%	-1%	-4%	20%	-2%	2%
O=C(CCN(NC(=O)c1ccccc1)C1=NS(=O)(=O)c2ccccc21)NC1CCCCC1	-9%	-1%[59 µM]	21%	-6%	0%	28%	13%	3%	10%
Cc1ccc(NC(=O)CCC(=O)NNC(=O)C(C)(C)C)c(C)c1	0%	-6%	-4%	-1%	-1%	-27%	37%[activator]	-1%	2%
CS(=O)(=O)N(CC(=O)Nc1ccccc1)Cc1ccc(Cl)cc1	-9%	22%	11%	-3%	-2%	12%	4%	-4%	-21%
c1ccc2[nH]c(-c3ccc4c(c3)OCO4)nc2c1	-17%	.	13%	?	5%	.	26%	.	0%
CC(=O)N1c2ccc(S(=O)(=O)N3CCC(C(=O)NCc4ccc(Cl)cc4)CC3)cc2CC1C (stereo unspecified)	?	.	-5%	2%	8%	-6%	11%	-3%	1%
Cc1cccc(NCC(=O)N/N=C\c2ccccn2)c1	-18%	-122%[12.7 µM]	98%[activator]	-9%	-4%	-2%	28%	-1%	-5%
O=C(COc1ccccc1)NC(=S)Nc1ccc(Br)cn1	-7%	4%	-3%	5%	6%	2%	33%	-1%	8%
COc1ccccc1N1CCN(S(=O)(=O)c2ccc(-c3cnc(C4CC4)o3)cc2)CC1	-32%	-20%[59 µM]	?	-8%	1%&7%	?	-7%[57 µM]	-7%&-7%	-3%&-3%
Cc1nn(CC(O)COc2ccc3c(c2)CCC3)c(C)c1Br (stereo unspecified)	-10%	-5%[12.7 µM]	17%	12%	6%	-2%	40%[activator]	-4%	6%
COc1ccc(C)cc1Nc1nc(-c2ccccc2O)nc2ccccc12	-23%	-6%[2.33 µM]	-1%	i	8%	-27%	20%	-10%	-6%
Cc1ccccc1Cn1c2ccccc2c2cnn(CC(=O)NCCc3ccccc3)c(=O)c21	-7%	-5%[59 µM]	-10%	3%	34%[activator]	-2%	12%	-1%	1%
Cc1sc(NC(=O)c2ccco2)nc1-c1ccccc1	-16%	9%[12.7 µM]	-1%	-7%	?	-9%	25%	-5%	9%
COc1ccc(OC)c2c1cc(C(=O)N[C@@H](C)C(=O)N[C@@H](C(=O)O)c1ccccc1)n2C	-13%	-19%	41%[activator]	0%	-5%	-1%	26%	-7%	2%
CCOC(=O)CSc1nc2sc3c(c2c(=O)n1CC)CC(C)(C)OC3	2%	.	-3%	.	1%	6%	14%	-2%	-3%
O=C(NC(N1CCCCCC1)C(Cl)(Cl)Cl)c1ccccc1Cl (stereo unspecified)	-18%	?	-8%	0%	-6%	2%	48%[activator]	-3%	-7%
Cc1nnc(N2CCN(c3ccccc3F)CC2)c2c1nnn2Cc1ccccc1	-1%	10%[59 µM]	7%	6%	6%	1%	43%[activator]	-4%	-2%
O=C(Cn1cc(COc2ccccc2C(F)(F)F)nn1)c1ccc(O)cc1	45µM*	.	5µM*	-8%	-1%	.	21%	.	6%
Cc1nnc2sc(SCC(=O)Nc3ccc(Br)cc3)nn2c1=O	?	-6%	114%[activator]	-4%	0%	40µM*	44%[activator]	1%	-10%
COc1cccc(-c2noc(CCC(=O)NCCc3ccccc3)n2)c1	2%	13%	-15%	-10%	1%	14%	29%	-4%	1%
CCC1(c2ccccc2)NC(=O)N(CC(=O)Nc2ccccc2C(=O)N2CCCCC2)C1=O (stereo unspecified)	-8%	4%[0.501 µM]	19%	i	-4%	5%	27%	.	-6%
COC(=O)C1CCN(C(=O)c2ccc(OC3CCN(Cc4ccccn4)CC3)cc2)CC1	?	-38%	74%[activator]	i	4%	-1%	30%	-4%	1%
CC(C)(C)NCC(O)CON=C1c2ccccc2-c2ccccc21 (stereo unspecified)	-22%	-38%	65%[activator]	-12%	-4%	-19%	-2%	94%[activator]	-7%
COc1ccc(-n2cc(CN(C)C3CCOCC3)c(-c3cccc(F)c3)n2)cc1	-7%	16%	133%[activator]	-8%	3%	-6%	-13%	-2%	-3%
CCOC(=O)NC(NCc1cccc(C(F)(F)F)c1)(C(F)(F)F)C(F)(F)F	-12%	14%[59 µM]	16%	-5%	0%	10%	20%	4%	0%
O=S(=O)(Nc1cccc2cccnc12)c1ccccc1Br	-11%	.	28%	.	-2%	.	32%	.	.
CCC(C(=O)N1CCOCC1)n1c2ccccc2c2nc(=O)cc(C)n21 (stereo unspecified)	-17%	.	-10%	-2%	-1%	-3%	34%	-3%	0%
Cc1ccc(NC(=O)CCN2C(=O)NC3(CCCC3)C2=O)cc1	-15%	?	52%[activator]	-4%	-3%	-19%	-1%	.	-1%
CC(CN1CCCC1)C(=O)NN (stereo unspecified)	-7%	2%	4%	-6%	-6%	-12%	56%[activator]	-2%	0%
Cc1ccc(NC(=O)c2cc(NC(=O)c3ccco3)ccc2N2CCCCC2)cc1	1%	2%	-1%	-9%	-1%	11%	53%[activator]	0%	-9%
CCCc1ccc(C(=O)/C=C/N(C)C)cc1	-9%	2%	?	-7%	1%	-4%	13%	-10%	6%
CCN(CC)CCNC(=O)c1ccccc1N	4%	-5%[59 µM]	-2%	i	7%	-4%	32%	-4%	14%
CCN(CC)CCNC(=O)c1cc(S(=O)(=O)N2CCc3ccccc32)cn1C	-20%	.	-3%	-4%	0%	8%	10%	0%	2%
CCCCCCOc1ccc(C(CC(=O)NC)C(=O)O)cc1 (stereo unspecified)	0%	.	20%	-3%	5%	-4%	-6%	1%	-6%

Compound profiles, as listed above. Screens in order: JMJD2A Tudor inh, G9a inh, Pol iota inh, Tb PGK inh, Pin1 inh, BAZ2B block, HP1b chromo inh, BLM inh, GLS inh
Results for CCCCCCOc1ccc(C(CC(=O)NC)C(=O)O)cc1 (stereo unspecified) → 0%, ., 20%, -3%, 5%, -4%, -6%, 1%, -6%
Results for CCCc1ccc(C(=O)/C=C/N(C)C)cc1 → -9%, 2%, ?, -7%, 1%, -4%, 13%, -10%, 6%
Results for CC(C)(C)NCC(O)CON=C1c2ccccc2-c2ccccc21 (stereo unspecified) → -22%, -38%, 65%[activator], -12%, -4%, -19%, -2%, 94%[activator], -7%

Following part:
SMILES	JMJD2A Tudor inh	G9a inh	Pol iota inh	Tb PGK inh	Pin1 inh	BAZ2B block	HP1b chromo inh	BLM inh	GLS inh
Cc1cc(-c2nnnn2-c2ccc(C(F)(F)F)cc2)no1	-6%	4%	192%[activator]	-4%	-1%	2%	23%	-3%	2%
C[C@H](CO)N1C[C@H](C)[C@@H](CN(C)S(=O)(=O)c2cn(C)cn2)Oc2ccc(NC(=O)Cn3cnnn3)cc2C1=O	-1%	.	31%[activator]	7%	-5%	.	49%[activator]	.	2%
O=C(Nc1ccc(Cl)cc1)c1cc(S(=O)(=O)NC2CCCCCC2)ccc1F	-26%	-2%[59 µM]	-10%	-3%	0%	-1%	27%	-13%	-25%
O=C(CSc1ncnc2c1oc1ccccc12)Nc1cccc(C(F)(F)F)c1	-5%	-13%	43%[activator]	0%	-4%	43%[activator]	47%[activator]	-1%	-2%
COc1ccc(-n2nc3c(N4CCC(C(=O)NCCc5ccco5)CC4)nnc(C)c3c2C)cc1	50µM*	-17%	?	0%	56%[activator]	-8%	24%	-6%	2%
C/C(=N\Nc1nc2ccccc2s1)c1ccc2c(c1)OCO2	?	?	-12%	-5%	-1%	?	-7%	-8%	-8%
COC(=O)c1c(NC(=O)C(C)C)sc(C(=O)N2CCOCC2)c1C	-9%	45µM*	54%[activator]	-11%	-1%	5%	-21%	-5%	-21%
Cc1ccc2cccc(SCC(=O)Nc3ccc(F)cc3)c2n1	-6%	-8%	166%[activator]	-10%	3%	1%	22%	-14%	-1%
COCCNC(=O)c1c(NC(=O)c2cc(=O)c3cc(Cl)ccc3o2)sc2c1CCCC2	-8%	10%[59 µM]	-1%	i	1%	-4%	26%	0%	-15%
COc1ccccc1C1=NOC(C)(c2nnc(-c3cccc(Cl)c3)o2)C1 (stereo unspecified)	17%	.	11%	i	-4%	.	86%[activator]	.	-4%
O=C(NCCc1ccc(Cl)cc1)C1CCCN(S(=O)(=O)c2cnc[nH]2)C1 (stereo unspecified)	-20%	?	-16%	-3%	-1%	14%	26%	2%	-2%
CC(C)(C)n1cnc2cc(NC(=O)c3ccc(Cl)cc3)ccc21	-13%	7%	94%[activator]	-9%	-2%	-11%	43%[activator]	-6%	-16%
O=C1CN(C(=O)Nc2ccccc2Cl)C(c2ccccc2)c2c(sc3c2CCCC3)N1 (stereo unspecified)	-6%	-36%[59 µM]	26%	i	-4%	-11%	13%	-3%	1%
CCOC(=O)CCC(=O)NNC(=O)COc1ccc(C(C)C)cc1Br	-12%	-22%	-9%	5%	-2%	-23%	28%	-5%	-1%
COc1ccccc1-c1cn(-c2ccccc2)c(=S)[nH]1	-34%	12%	12%	-11%	-5%	-28%	30%[activator]	-1%	-14%
O=C(CN1C(=O)C2CC=CCC2C1=O)Nc1ccc(-c2nnc3n2CCCCC3)cc1 (stereo unspecified)	2%	-12%[59 µM]	10%	-7%	-1%	3%	38%	-4%	15%
CN1CCc2c(sc3c2c(=O)n(-c2ccccc2)c2nnc(SCc4ccccc4)n32)C1	89µM*	?	8%	-5%	-1%	-20%	23%	2%	-14%
O=S(=O)(NCC(Nc1ccc(Cl)cc1)c1ccccc1)c1ccc(Cl)cc1 (stereo unspecified)	-29%	-2%	-40%	-2%	?	-31%	15%	-15%	10%
CCOC(=O)C1=C(COC(=O)C(CC)Oc2ccccc2)NC(=O)NC1C (stereo unspecified)	-6%	-48%	11%	i	6%	-7%	14%	.	-13%

Only part of the results is shown; rates above refer to the full screens.
